# TNAP activators = human TNAP enzyme activators, primary screen, biochemical, luminescent, no phosphate acceptor, uHTS (AID 1001); hit rate 0.03% among 200,000; purified TNAP, luminescent activation assay, no phosphate acceptor; higher activation fold means a stronger effect; activation fold at 20 µM; hits with a dose series show EC50 in µM; in the data active = activation fold from about 3, or a potency from the dose series; inactive = the rest, 99 in 100 with activation fold below about 1.6; also: many of its hits are not listed in these tables
# Myeloid diff 2 = myeloid differentiation induction | calls only at 10 µM | hit rate 1% among 360,000 | ER-HoxA9 myeloid progenitors, lysozyme-GFP differentiation, flow cytometry;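 active = normalized GFP-positive differentiation at or above the plate's own cutoff, the solvent-only control mean plus 3 SD; inconclusive = no clear call, values can overlap the other calls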;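 also: cells exposed to compound for four days before flow analysis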
# T cell modulator = T cell immune modulation candidate | 2C CD8+ T cell-vesicle binding, flow cytometry; stronger effect = lower value | calls only at 7 µM | hit rate 0.068% among 330,000 | AID 2052;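 active = response, share of CD8 T cells binding vesicles, and their 90th percentile fluorescence all below set limits, cut at about 80% in these data, passing the limit was not always enough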
#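 Test system: purified 2C TCR transgenic mouse naive CD8+ T cells. Probe or stimulus: QL9-peptide-loaded Drosophila micro-vesicles bearing Ld, ICAM-1 and B7-1. Incubation: binding step 1.5 h, 37 °C, antibody labelling 20 min, ice. Measured by: flow cytometry of vesicle-bound cells.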
# PhoP inhibition = inhibitors of PhoP regulon expression, primary screen, Salmonella Typhimurium, GFP reporter (AID 1863); hit rate 0.16% among 300,000; S. Typhimurium PhoP-regulated promoter GFP reporter, 4 h; higher % means a stronger effect; inhibition, % at 50 µM, or IC50 in µM where a hit was titrated;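 active = inhibition over 29.93%, a cutoff 3 SD above the screen mean, later confirmed by dose response; inconclusive = inhibition over 29.93% but no dose response follow-up; inactive = inhibition at most 29.93% or unconfirmed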;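 also: 0% = low Mg2+ inducing control and 100% = high Mg2+ repressing control; strong numbers were not always called active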
# SV40 large T antigen = SV40 large T antigen inhibitors, biochemical (AID 1903) | hit rate 0.39% among 310,000 | one-dose inhibition, % at 20 µM; IC50 in µM for titrated hits | SV40 large T antigen ATPase/helicase inhibition assay; higher % means a stronger effect; in the data active = a potency from the dose series; inconclusive = inhibition mostly from about 32% at the one dose, without a potency; inactive = the rest, 99 in 100 with inhibition below about 32%; also: strong numbers were not always called active
# Rac1 GTP hydrolysis = MgcRacGAP GTPase-activating activity inhibitors, confirmation, biochemical, ADP Hunter fluorescence; AID 624330; MgcRacGAP-stimulated Rac1 GTP hydrolysis, ADP Hunter fluorescence; higher % means a stronger effect; GST-tagged Rac1 F28L mutant substrate; inhibition, % at 30 µM; hits with a dose series show IC50 in µM; hit rate 0.6% among 340,000;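 active = first-screen hits whose inhibition reached a set limit at any dose in the follow-up dose series; inconclusive = inhibition above the set first-screen limit but never retested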;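 also: fluorescence reports GDP produced by GAP-driven GTP hydrolysis; strong numbers were not always called active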
# RSV CPE inhibition = inhibition of RSV-induced cytopathic effect – HEp-2 cells, primary 10 µM value included (AID 2391). one-dose CPE inhibition, % at 10 µM; IC50 in µM for titrated hits. HEp-2 cells, RSV-induced CPE inhibition; higher % means a stronger effect. hit rate 0.13% among 310,000; in the data active = a potency from the dose series; inconclusive = CPE inhibition mostly from about 23% at the one dose, without a potency; inactive = the rest, 99 in 100 with CPE inhibition below about 21%; also: strong numbers were not always called active
# K1F lysis inhibition = inhibition of K1F phage lysis, E. coli UTI89, bacterial capsule biogenesis inhibitors, alamar blue (AID 488966); E. coli UTI89 K1F phage lysis, alamar blue, 2 h; higher % means a stronger effect; inhibition, % at 100 µM, or IC50 in µM where a hit was titrated; hit rate 0.02% among 340,000;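 active = phage lysis inhibition, versus mean bacterial control, above a set limit; inconclusive = no clear call, values can overlap the other calls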;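 also: capsule biogenesis inhibitors block K1F phage lysis so surviving cells raise fluorescence; higher fluorescence means more inhibition of phage lysis; actives were called in the ten point dose series up to 300 µM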
# NTR1 ag = NTR1-driven beta-arrestin-GFP spot formation – imaging, U2OS cells, high content, primary screen (AID 493036). P30989. agonist mode. activation, % at 20 µM. hit rate 0.17% among 330,000;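 active = activation at or above 40% of the spot to cytoplasm intensity ratio, with at least 20 cells analyzed; inconclusive = wells under 20 cells, flagged as cytotoxic or low count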;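 also: 0% = DMSO without peptide and 100% = 100 nM NTR1 peptide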
# Target sequence (P30989 whole entry, looked up): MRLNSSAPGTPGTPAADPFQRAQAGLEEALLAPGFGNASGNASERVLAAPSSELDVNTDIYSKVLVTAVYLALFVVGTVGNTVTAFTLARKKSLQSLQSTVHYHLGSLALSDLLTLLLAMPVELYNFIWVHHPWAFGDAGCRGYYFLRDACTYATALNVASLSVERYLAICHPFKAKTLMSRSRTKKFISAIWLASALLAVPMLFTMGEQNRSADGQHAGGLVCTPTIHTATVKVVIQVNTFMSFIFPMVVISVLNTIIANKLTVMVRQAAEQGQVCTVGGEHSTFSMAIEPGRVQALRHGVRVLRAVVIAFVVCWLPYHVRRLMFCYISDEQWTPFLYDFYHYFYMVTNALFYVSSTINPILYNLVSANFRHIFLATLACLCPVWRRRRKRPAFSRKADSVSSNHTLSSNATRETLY
# T cell modulator vesicle-bound % = further read-out of T cell modulator, marked with its call; double positive events, %; measured here: CD8+ vesicle-bound cell fraction;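 binding gate set so that unloaded-vesicle control wells show 10% double positive cells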
# NTR1 ag cell count 20 µM = further read-out of NTR1 ag, marked with its call; cell count; measured here: cell count, cytotoxicity flag
# Myeloid diff 2 GFP+ MAC1+ % = second read-out of Myeloid diff 2, no call of its own (marks repeat the call); GFP+ MAC1+ double positive, %; measured here: differentiation confirmed by MAC1 staining
# * hit, by the source's call; i = inactive; ? = inconclusive; . = not tested or not shown; + = active, no number; [ ] = remark or other dose. Hits appear at their usual frequency, and some 2.3% of all compounds hit somewhere here.
SMILES,TNAP activators,Myeloid diff 2,Myeloid diff 2 GFP+ MAC1+ %,T cell modulator,T cell modulator vesicle-bound %,PhoP inhibition,SV40 large T antigen,Rac1 GTP hydrolysis,RSV CPE inhibition,K1F lysis inhibition,NTR1 ag,NTR1 ag cell count 20 µM
Cc1cc(C)cc(NS(=O)(=O)c2ccc3[nH]c(=O)ccc3c2)c1,.,i,0.5,i,35,11%,1%,6%,4.4%,-0.3%[50 µM],0.5,79
COc1cc(CNCc2ccc(Br)cc2)cc(OC)c1,.,i,0.4,i,31,13%,11%,26%,0.4%,0.3%,-0.7,58
CC1Oc2ccccc2OC1(O)c1ccccn1 (stereo not given),1.1,i,0.9,i,27,7%,3%,6%,0.7%,1.0%[50 µM],1.1,42
CCSc1ccc(NC(=O)c2cccnc2)cc1,1,i,0.9,i,27,13%,14%,4%,4.0%,4.5%,-2.1,87
COc1ccc(NC(=O)c2cncc(Br)c2)cc1S(N)(=O)=O,1,i,0.2,i,12,-3%,9%,-1%,-1.2%,0.2%,0.3,57
CNC(=O)N(O)C1N(/N=C/c2cc(Br)ccc2O)C(=S)SC1(C)C (stereo not given),.,i,0.6,i,31,-2%,3%,9%,?,-1.7%[50 µM],-0.5,106
Cc1ccccc1NC(=O)c1cccc(Cn2cc(Br)c([N+](=O)[O-])n2)c1,1.1,i,1.6,i,26,-5%,2%,13%,21%,2.5%,-2.6,49
CCOc1ccccc1Oc1c(C)oc2c(CN3CCN(CCO)CC3)c(O)ccc2c1=O,1,i,2.6,i,52,-4%,3%,2%,1.1%,0.2%,0.4,50
COc1ccc(C(=O)N(C)Cc2ccc(C)o2)cc1OC1CCN(C(C)C)CC1,.,i,1.6,i,6,-5%,18%,5%,0.1%,1.5%,-0.5,62
Cc1ccc(NC(=S)NC(=O)C2CCCCC2)c(Br)c1,.,i,1.0,i,37,.,.,6%,.,-2.6%,10,80
Cn1cccc1/C=N/N1CCN(c2ccccn2)CC1,1.1,i,0.4,i,9,-14%,5.2µM*,28µM*,-0.6%,1.0%[50 µM],-1.0,74
COc1ccc(C)cc1S(=O)(=O)N(C)CC(=O)N1CCN(C)CC1,1.2,i,2.2,i,62,4%,-2%,0%,-1.2%,-0.3%,-0.6,51
COc1ccc2c(c1)[nH]c1c(Cl)ncnc12,1,i,0.1,i,59,0%,3%,11%,1.6%,-0.1%,-1.6,86
FC(F)(F)COc1nc(N/N=C/c2cccnc2)nc(N2CCCCC2c2ccccn2)n1 (stereo not given),1.1,i,0.1,i,39,-14%,8%,3%,-4.4%,-0.1%,0.6,52
Cc1ccc(Nc2nc(-c3sc(NC(=O)c4ccc([N+](=O)[O-])cc4)nc3C)cs2)cc1,0.8,.,.,.,.,11%,18%,.,0.5%,.,7.0,83
CCCC(=O)Nn1cnc2c(c1=O)C1(CCCCC1)Cc1ccccc1-2,1,i,0.7,i,42,1%,7%,6%,3.8%,-0.1%,-0.9,92
S=C(c1ccc(Br)cc1)N1CCN(Cc2ccccc2)CC1,1,i,0.7,i,49,-5%,1%,22%,-1.2%,-0.1%,1.3,57
OC(COc1ccccc1)CN1CCC(Cc2ccccc2)CC1 (stereo not given),.,.,.,i,63,-3%,11%,2%,-0.9%,0.3%,-0.6,60
COc1ccc(CC(=O)NCc2ccc(Cl)cc2)cc1S(=O)(=O)N1CCOCC1,.,i,0.2,.,.,.,.,1%,.,1.6%[50 µM],0.5,62
O=C(O)CNC(=S)N(Cc1ccccc1Cl)C1CCCCC1,1,i,0.3,i,14,-5%,7%,4%,-1.4%,-0.5%,0.4,51
CCOc1ccc2nc(NCCCNS(=O)(=O)c3ccc(F)cc3)c(C#N)cc2c1,.,i,11,i,20,-1%,11%,-4%,-1.0%,1.2%,1.7,82
O=C(NC(=O)c1ccccc1O)c1ccc(C(F)(F)F)cc1,.,i,0.6,i,36,-9%,13%,.,.,.,2.2,34
CCN(C(=O)c1cc2c(=O)[nH]c3ccc(C)cc3c2s1)c1ccc(F)cc1,.,i,0.6,i,24,1%,8%,10%,3.3%,-0.1%,3.6,49
COc1ccc(NC(=O)COC(=O)CC2CCCC2)cc1,.,i,1.0,i,41,.,.,0%,.,-1.3%,-0.6,41
CC(=O)N(CCC1(C(C)C)CCOC(C)(C)C1)C(C)c1cccs1 (stereo not given),.,i,1.2,i,28,4%,6%,8%,-1.9%,0.6%,-0.1,49

# The last 2 compounds of the part before are carried over, then new ones follow.
SMILES,TNAP activators,Myeloid diff 2,Myeloid diff 2 GFP+ MAC1+ %,T cell modulator,T cell modulator vesicle-bound %,PhoP inhibition,SV40 large T antigen,Rac1 GTP hydrolysis,RSV CPE inhibition,K1F lysis inhibition,NTR1 ag,NTR1 ag cell count 20 µM
COc1ccc(NC(=O)COC(=O)CC2CCCC2)cc1,.,i,1.0,i,41,.,.,0%,.,-1.3%,-0.6,41
CC(=O)N(CCC1(C(C)C)CCOC(C)(C)C1)C(C)c1cccs1 (stereo not given),.,i,1.2,i,28,4%,6%,8%,-1.9%,0.6%,-0.1,49
N#C/C(=C\c1cccc([N+](=O)[O-])c1)C(=O)NCc1cccnc1,1,i,0.2,i,42,11%,21%,11%,1.6%,3.3%[50 µM],-0.9,60
CC(=O)N1CCCC(C(=O)c2ccc3c4c(cccc24)CC3)C1 (stereo not given),1.1,i,0.1,i,39,4%,1%,9%,1.4%,0.2%,1.0,96
CCc1cc2c(SCC(=O)c3cccs3)ncnc2s1,1,i,0.5,i,12,-4%,5%,4%,0.7%,0.2%,5.2,85
NC(=O)CC(NC(=O)c1ccccc1)c1ccc(NCCc2cccc(F)c2)c([N+](=O)[O-])c1 (stereo not given),.,i,1.7,i,20,-5%,9%,9%,2.4%,0.1%,5.1,61
COc1ccc(NC(=O)c2sc3nc(C)nc(N4CCN(c5ccccn5)CC4)c3c2C)c(OC)c1,.,?,.,i,8,-6%,11%,7%,3.2%,0.4%,4.6,64
CCOC(=O)C1=C(C)NC(=O)C1(NC(=O)c1cccnc1)C(F)(F)F (stereo not given),1.2,i,10,i,31,14%,6%,9%,-0.2%,0.1%,-0.7,30
COc1ccc(-c2cc(C(F)(F)F)nc(SCC(=O)N3CC(C)OC(C)C3)n2)cc1OC (stereo not given),1.1,i,0.8,.,.,-8%,2%,13%,.,0.4%,.,.
CC(C)NC(=O)C1CCN(C(=O)c2ccc(-c3ccccc3)cc2)CC1,1.1,i,1.5,i,48,-1%,17%,10%,2.2%,-0.4%,-2.3,40
CC(C)c1nc2ccc(C(=O)O)cc2[nH]1,0.9,+,15*,i,38,1%,10%,-1%,0.7%,0.2%[50 µM],-1.0,47
Cc1cc(C)c(NC(=O)CCN2C(=O)c3ccccc3S2(=O)=O)c(C)c1,.,i,0.6,i,39,4%,16%,7%,-0.2%,0.8%[50 µM],1.0,47
O=C(NCCCN=C1NS(=O)(=O)c2ccccc21)c1ccc(S(=O)(=O)N2CCOCC2)cc1,1.2,i,5.5,i,58,1%,12%,10%,-0.6%,0.0%,-0.1,64
Cc1sc(NC(=O)c2ccco2)c(CN2CCC(C)CC2)c1C,1.1,i,0.2,i,52,-8%,20%,8%,0.5%,6.0%,0.4,57
COc1cc(Nc2cc(C)nc3nc(C)nn23)cc(OC)c1OC,1,i,1.5,i,34,-3%,4%,5%,2.5%,1.1%,-1.1,43
CN(C)c1ccc(C=C2C(=O)OC(C)(C)OC2=O)cc1,1,i,0.6,i,45,-7%,4%,19%,0.8%,-0.1%,0.4,56
Cc1cccc(OCc2nnc(SCC(=O)NC3CCCCC3)n2C)c1,.,i,1.2,i,48,-1%,28%,4%,0.2%,1.3%,4.9,55
CCOc1ccc(NC(=O)CCC(=O)NNC(=O)c2ccc(Br)o2)cc1,.,?,.,i,20,4%,-1%,7%,3.5%,-0.2%,4.8,31
Cc1ccc(C(=O)NCCc2ccccn2)cc1S(=O)(=O)N1CCOCC1,.,.,.,i,56,0%,2%,.,1.8%,.,0.3,51
CCOC(=O)COn1c(=O)c(-c2ccc(OCC)cc2)[n+]([O-])c2ccccc21,.,i,0.7,i,50,2%,5%,14%,0.3%,0.1%,0.6,88
CCOc1nnc(C)c2c(C)n(-c3cccc(Cl)c3)nc12,1.2,i,0.8,i,46,-1%,1%,12%,1.4%,0.1%,1.6,30

# Taken from above:
# N#C/C(=C\c1cccc([N+](=O)[O-])c1)C(=O)NCc1cccnc1 – Rac1 GTP hydrolysis: 11%
# CC(C)NC(=O)C1CCN(C(=O)c2ccc(-c3ccccc3)cc2)CC1 – TNAP activators: 1.1
# CCOC(=O)C1=C(C)NC(=O)C1(NC(=O)c1cccnc1)C(F)(F)F (stereo not given) – Rac1 GTP hydrolysis: 9%
# CCOC(=O)COn1c(=O)c(-c2ccc(OCC)cc2)[n+]([O-])c2ccccc21 – PhoP inhibition: 2%

# Quoted at random: three compounds from above
SMILES,TNAP activators,Myeloid diff 2,Myeloid diff 2 GFP+ MAC1+ %,T cell modulator,T cell modulator vesicle-bound %,PhoP inhibition,SV40 large T antigen,Rac1 GTP hydrolysis,RSV CPE inhibition,K1F lysis inhibition,NTR1 ag,NTR1 ag cell count 20 µM
Cc1sc(NC(=O)c2ccco2)c(CN2CCC(C)CC2)c1C,1.1,i,0.2,i,52,-8%,20%,8%,0.5%,6.0%,0.4,57
Cc1ccc(C(=O)NCCc2ccccn2)cc1S(=O)(=O)N1CCOCC1,.,.,.,i,56,0%,2%,.,1.8%,.,0.3,51
COc1ccc(-c2cc(C(F)(F)F)nc(SCC(=O)N3CC(C)OC(C)C3)n2)cc1OC (stereo not given),1.1,i,0.8,.,.,-8%,2%,13%,.,0.4%,.,.
